Source: PubChem (several laboratories)
Insulin prom inh – TRM-6 insulin promoter activity inhibition; TRM-6 cells (human fetal islet line), insulin promoter-eGFP reporter, imaging; reporter expression induced with tamoxifen; inhibition, % at 2 µM; 0.9% of 130,000 active;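 active = inhibition above the mean plus 3 SD, with well images judged a real hit on visual review, cut at about 60% in these data, passing the limit was not always enough; inconclusive = inhibition over the cutoff but images rejected on review; inactive = inhibition not above the cutoff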
sdo1 growth – sdo1-depleted yeast growth rescue. 0.21% of 140,000 active. S. cerevisiae sdo1-depleted JHY4D growth rescue, OD600 30 h; hits give high values; pdr5 snq2 efflux-pump mutant strain. z-score at 10 µM. AID 817;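 active = z-score above 3 at both the 24 hr and the 30 hr optical density reads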;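 note: z-score against mean and SD of all compound wells on the same plate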
sdo1 growth Rescue 24 h – recorded beside sdo1 growth, whose call it bears; z-score; S. cerevisiae sdo1-depleted JHY4D growth rescue, OD600; measured here: growth rescue at 24 h;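 0 is the plate mean of compound wells and units are plate SD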
* hit, by the source's call; i = inactive; ? = inconclusive; nt = no result given.

Value order: Insulin prom inh	sdo1 growth	sdo1 growth Rescue 24 h
- CC(=O)Nc1cccc(C(=O)/C=C/c2ccco2)c1
    39	-0.13	-0.27
- O=C(Cc1cccs1)Nc1nnc(SCc2ccc(Br)cc2)s1
    nt	0.25	1.1
- c1coc(-c2nnc(SCc3nc4ccccc4[nH]3)o2)c1
    nt	0.36	1.2
- C=CCN(C(=O)c1cc(C)cc(C)c1)C1(C(=O)Nc2ccccc2)CCN(C(C)C)CC1
    -82	nt	nt
- CCN(CC)CCNC(=O)/C(=N\O)c1ccccn1
    -71	nt	nt
- CCCCSc1nc2c(c(C(F)(F)F)c1C#N)CCC2
    -438	-0.18	-0.68
- Cc1c(C)n(CC(O)CN2C(=O)c3ccccc3S2(=O)=O)c2ccccc12 (stereo not given)
    -37	-0.75	-0.25
- COc1ccc(C2=NN(C(=O)/C=C/c3ccccc3)C(c3ccccc3)C2)c(OC(C)=O)c1 (stereo not given)
    nt	-0.71	-0.1
- C=CCNC(=S)NNC(=O)c1cccc(Br)c1
    nt	0.36	-0.25
- CCOC(=O)Cc1csc(NC(=S)NC(=O)c2ccccc2C)n1
    -26	-1.2	-0.54
- O=c1cc(CSc2nc3cc(Cl)ccc3o2)nc2sccn12
    25	-0.58	-0.46
- Cc1cc(C)n(C(=O)CN2C(=O)c3ccccc3C2=O)n1
    nt	0.39	0.15
- O=c1[nH]c2ccc(Cl)cc2c(O)c1-c1ccccc1
    -27	-0.35	-0.4
- COc1ccc(CN2C(=O)/C(=C/c3ccncc3)SC2=S)cc1
    -9	-1.4	-0.27
- O=C(Cn1ncc(Cl)c(Cl)c1=O)c1ccc(Cl)cc1
    -8	-2.2	-0.92

Look-ups from the list.
Cc1cc(C)n(C(=O)CN2C(=O)c3ccccc3C2=O)n1 | sdo1 growth Rescue 24 h = 0.15
O=C(Cc1cccs1)Nc1nnc(SCc2ccc(Br)cc2)s1 | sdo1 growth Rescue 24 h = 1.1
C=CCN(C(=O)c1cc(C)cc(C)c1)C1(C(=O)Nc2ccccc2)CCN(C(C)C)CC1 | Insulin prom inh = -82
O=C(Cn1ncc(Cl)c(Cl)c1=O)c1ccc(Cl)cc1 | Insulin prom inh = -8
c1coc(-c2nnc(SCc3nc4ccccc4[nH]3)o2)c1 | sdo1 growth = 0.36

The main list resumes; the two compounds before the break are reprinted first.
Value order: Insulin prom inh	sdo1 growth	sdo1 growth Rescue 24 h
- COc1ccc(CN2C(=O)/C(=C/c3ccncc3)SC2=S)cc1
    -9	-1.4	-0.27
- O=C(Cn1ncc(Cl)c(Cl)c1=O)c1ccc(Cl)cc1
    -8	-2.2	-0.92
- COc1cccc(/C=N/NC(=O)c2cc(-c3cccn3C)n[nH]2)c1O
    nt	1.1	1.1
- C/C=C/c1ccc(OCCCNC)c(OC)c1
    nt	0.44	-0.25
- Cc1cc(C)n(CC(=O)N2N=C(C(F)F)CC2(O)C(F)F)n1 (stereo not given)
    22	0.75	0.46
- N=C1C(=O)OCC1c1ccccc1NC(=O)Nc1ccccc1 (stereo not given)
    20	nt	nt
- CCOc1cc(C(=O)Nc2ccc3c4c(cccc24)C(=O)N3CC)cc(OCC)c1OCC
    1	-0.37	-1
- NC(=O)Cc1ccc(C(=O)c2ccc(Cl)cc2)s1
    45	nt	nt
- CNc1nc2[nH]c(=O)c3c(c2s1)OC(N)=C(C#N)C3c1cccc(F)c1 (stereo not given)
    nt	2.5	1.6
- COc1cccc(-c2c(NC(=O)c3ccco3)n(-c3ccc(C)cc3)nc(C)c2=O)c1
    nt	1.5	1.4
- O=C(NNS(=O)(=O)c1ccccc1)c1ccncc1
    -26	0.23	-0.23
- CCOC(=O)C(NC(=O)CC)(Nc1ccc(S(=O)(=O)Nc2onc(C)c2C)cc1)C(F)(F)F (stereo not given)
    19	-0.17	-0.76
- CCOC(=O)Cc1csc(/N=C/c2c(O)n(-c3ccc(C)cc3C)c(=O)c3ccccc23)n1
    6	0.52	0.24
- CC(C)C(=O)Nc1nnc(SCC(=O)N2c3ccccc3CC2C)s1 (stereo not given)
    -23	-0.54	-0.62
- Cc1cc(N2CCOCC2)nc2ccc(NC(=O)CCC(=O)N3CCCCC3)cc12
    nt	0.96	1
- CCOc1cc2[nH]c(=S)n(C3CC3)c(=O)c2cc1OCC
    -27	nt	nt
- Cc1nn(-c2cc(N3CCCC3)ccc2[N+](=O)[O-])c(=O)c2ccccc12
    -134	-0.28	-0.56
- Cc1ccc(C)n1-c1ccc(-n2cnnn2)cc1
    11	0.07	-0.2
- Cc1cc(C)nc(SCC(=O)Nc2ncc(Cc3ccc(Cl)c(Cl)c3)s2)n1
    3	0.14	0.71
- NC(=O)CSc1nnc(-c2cnccn2)n1-c1ccccc1
    -24	0.68	1.2
- COc1ccc(N2C(=O)/C(=C/c3cccnc3)NC2=S)cc1
    nt	-0.02	1
- O=C(Cn1cc([N+](=O)[O-])cn1)Nc1cccnc1
    35	nt	nt
- O=C(/C=C/c1cccc([N+](=O)[O-])c1)NCCSCc1ccccc1Cl
    12	-1.7	-1.6
- CC1CN(C2CCN(C(=O)c3ccccc3Cl)CC2)CC(C)O1 (stereo not given)
    nt	0.15	-0.08
- COCCCNC(=O)CSc1nc2ccccc2c(=O)n1CCC(=O)NCCc1ccc(OC)c(OC)c1
    -8	nt	nt
- COC(=O)c1ccc(CNC(=O)c2coc3ccccc3c2=O)cc1
    -7	nt	nt
- CN(C)c1ccc(C(C#N)c2ccc(Cl)cc2)nn1 (stereo not given)
    -21	nt	nt
- CCn1c(CSCc2ccc(F)cc2)nnc1SCC(=O)NCc1ccccc1
    -46	-0.61	-1.1
- COc1ccc(C(=O)NCc2nnc(SCC(=O)N3CCc4ccccc43)n2CCc2ccccc2)cc1
    nt	0.25	0.37
- O=C(CN(C(=O)CNS(=O)(=O)c1ccccc1)C1CCCC1)NCc1ccco1
    nt	0.23	-0.01
- COc1ccc(-c2cc(C(F)(F)F)c3c(=O)n(-c4ccccc4)[nH]c3n2)cc1
    -46	-0.8	-0.07
- C=C(C)CN=c1scc(C)n1/N=C/c1ccco1
    nt	1.7	1.8

Reformatted as tab-separated lines: 6 of the compounds above
structure	Insulin prom inh	sdo1 growth	sdo1 growth Rescue 24 h
CCOC(=O)Cc1csc(/N=C/c2c(O)n(-c3ccc(C)cc3C)c(=O)c3ccccc23)n1	6	0.52	0.24
CC(C)C(=O)Nc1nnc(SCC(=O)N2c3ccccc3CC2C)s1 (stereo not given)	-23	-0.54	-0.62
Cc1cc(N2CCOCC2)nc2ccc(NC(=O)CCC(=O)N3CCCCC3)cc12	nt	0.96	1
CCOc1cc2[nH]c(=S)n(C3CC3)c(=O)c2cc1OCC	-27	nt	nt
Cc1nn(-c2cc(N3CCCC3)ccc2[N+](=O)[O-])c(=O)c2ccccc12	-134	-0.28	-0.56
Cc1ccc(C)n1-c1ccc(-n2cnnn2)cc1	11	0.07	-0.2

Carrying on.
Value order: Insulin prom inh	sdo1 growth	sdo1 growth Rescue 24 h
- NC(=O)C1(NC(=O)[C@@H]2CC3(CC(c4cccc(NC(=O)[C@@H]5CCC(=O)N5)c4)=NO3)CN2C(=O)Cc2ccc(C(F)(F)F)cc2)CC1 (stereo not given in full)
    nt	-0.38	-0.91
- S=C(Nc1ccc(Cl)c(Cl)c1)N1CCOCC1
    28	0	-0.09
- Cc1nc(Sc2nnnn2-c2ccccc2)c(C#N)c(C)c1C
    nt	0.04	-0.08
- Clc1ccc(CSc2ncccn2)cc1
    50	-0.12	-0.62
- O=C(CCN1C(=O)C2CC=C(Cl)CC2C1=O)NCc1ccco1 (stereo not given)
    4	-0.28	-0.98
- c1ccc(C(Cc2nc(-c3ccccn3)no2)c2ccccc2)cc1
    17	-1.6	-1.3
- COc1ccccc1-c1noc(-c2ccccc2C(=O)Nc2ccccc2)n1
    ?	-0.66	-0.06
- COc1ccccc1NC(=O)CS(=O)(=O)c1cn(CC(=O)N2CCOCC2)c2ccccc12
    12	nt	nt
- COc1cccc(OCc2nnc(SCC(=O)OC3CCCCC3)n2C)c1
    nt	-0.79	-0.7
- C=CCCCCCCCCC(=O)NNC1=CC(=O)CC(C)(C)C1
    21	0.45	-0.48
- O=C(Nc1ccc(OC(F)F)c(Cl)c1)C(c1ccccc1)c1ccccc1
    nt	-0.28	0.01
- COC(=O)CC1C(=O)NCCN1C(=O)CSc1nnnn1-c1ccc(OC)cc1 (stereo not given)
    -25	nt	nt
- Cc1ccc(C)c(S(=O)(=O)Nc2ccccc2C(=O)Nc2cc(C)on2)c1
    nt	-1.9	-0.41
- Cc1ccc(S(=O)(=O)Nc2cccc(Oc3cnccn3)c2)cc1
    -48	nt	nt
- COCCCNC(=O)C1CC(=O)N(c2ccc(C)cc2)C1 (stereo not given)
    nt	1.1	-0.39
- O=C(NC1CCCCC1)C1CC(=O)N(c2ccc(Cl)cc2)C1 (stereo not given)
    nt	0.99	1.8
- O=C(COC(=O)CCC(=O)c1ccc(Cl)cc1)NCC1CCCO1 (stereo not given)
    -16	-0.24	-1.2
- Cc1ccc(-c2cc(C(=O)NCc3cccs3)no2)cc1
    24	0.55	1.3
- Cc1c(C(=O)N2CCCc3ccccc32)oc2ccc(S(=O)(=O)N3CCOCC3)cc12
    nt	-1.4	-0.71
- CC(C)(C)n1nc2c(c1NC(=O)COc1ccc(Cl)cc1)CS(=O)(=O)C2
    -75	nt	nt
- O=C(NCc1ccncc1)c1cccc(F)c1
    -29	0.34	0.07
- O=C(Nc1ccc(Br)cc1)c1ccco1
    i	1.9	0.88
- Cc1ccc(-c2nc(CSCC(=O)N3CCN(C(=O)c4ccco4)CC3)c(C)o2)cc1
    nt	-0.11	-0.94
- Cc1noc(NS(=O)(=O)c2ccc(N3CC(O)=C(c4ccccc4)C3=N)cc2)c1C
    nt	0.8	2.2
- CCCCN(CCCC)S(=O)(=O)c1ccc(SCC(=O)OCC)c([N+](=O)[O-])c1
    23	-0.66	0.15
- COc1ccc(N(CC(=O)N2CCN(c3ccc(F)cc3)CC2)S(=O)(=O)c2c(C)n[nH]c2C)cc1
    -36	nt	nt
- CSc1cccc(CN2CCCC(CO)(Cc3cccc(Cl)c3)C2)c1 (stereo not given)
    -17	nt	nt
- Cn1c(OCc2cccnc2)nc2c1c(=O)n(Cc1ccccc1)c(=O)n2C
    33	-0.75	-1.2
- CCC1=Nc2cc(C(=O)NCC3CCCO3)ccc2Sc2ccc(Br)cc21 (stereo not given)
    -22	nt	nt
- Cn1cc(C2CC(c3ccccc3)=NN2C(=O)c2ccccc2)c2ccccc21 (stereo not given)
    3	-1.8	-1.5
- Cn1c(CNC(=O)Nc2ccccc2Cl)nnc1SCc1ccccc1
    nt	0.49	0.7
- Cn1c(SCC(=O)NCc2ccccc2)nc2ccccc21
    nt	1.5	1.6
- CN1CCN(C(=O)c2ccc(CS(=O)(=O)c3c(Cl)cccc3Cl)o2)CC1
    nt	0.55	0.6
- COc1ccc(C2=NOC(C(=O)Nc3cc(Br)ccc3O)C2)cc1OC (stereo not given)
    74*	-0.55	-0.68
- O=C(Nc1nc(-c2ccc(F)cc2)cs1)C1CCCO1 (stereo not given)
    16	-0.92	-1.5
- CCOc1ccc(OCC(=O)Nc2nccs2)cc1
    -6	nt	nt
- COC(CCN(C)C)(c1ccccc1)c1ccccc1
    15	1	0.74
- CSC1=N/C(=C\c2ccc(Br)o2)C(=O)S1
    -14	0.37	-0.29
- O=C(CC(c1cccs1)S(=O)(=O)c1ccccc1)c1ccc(F)cc1 (stereo not given)
    nt	0.54	2.3
- COc1ccc(CCNc2nc(C)cc(=O)[nH]2)cc1OC
    -413	nt	nt
- O=C(C1CCC1)N1CCc2cc(S(=O)(=O)NC3CCCc4ccccc43)ccc21 (stereo not given)
    38	-0.4	0.12
- CCC(C(=O)Nc1ccncc1)c1ccccc1 (stereo not given)
    22	-0.65	-0.95
- COc1ccc(C2CCCN2C(=O)c2cccs2)cc1 (stereo not given)
    nt	0.26	0.37
- Fc1cccc(Cl)c1/C=N/n1c(-c2cccnc2)n[nH]c1=S
    -33	nt	nt
- COc1cccc2c1OC[C@@H](CO)[C@H]2N(C)C(=O)Nc1ccc(Cl)cc1
    nt	-1.1	-1.6
- O=S(=O)(c1cccc(-c2nc3ccccc3s2)c1)N1CCCC1
    -20	-1.2	-1.3
- Cc1cc(C)n(-c2ccc(C(=O)OCC(=O)NCc3ccc(F)cc3)cc2)n1
    nt	0.17	-0.53
- CCn1c(CSc2nc3ccccc3s2)n[nH]c1=S
    9	-0.2	-0.15
- Cc1cc(C)c(C)c(S(=O)(=O)N2CCN(CC(=O)Nc3ccc([N+](=O)[O-])cc3)CC2)c1C
    -29	-0.31	0.61
- O=C(Nc1ccccc1Cl)c1ccccc1Oc1ccc(C(F)(F)F)cc1[N+](=O)[O-]
    14	-0.45	0.02
- Cc1ccc(C)c(NC(=O)c2nc(-c3ccccc3)n(-c3ccccc3)n2)c1
    nt	-1.5	-1.7
- Cc1ccc(NC(=O)CS(=O)CC(=O)Nc2cccc(C)c2C)cc1F (stereo not given)
    nt	0.04	-0.24
- COC(=O)C1CCN(C(=O)C(C)Oc2ccc(Cl)cc2Cl)CC1 (stereo not given)
    38	-0.33	-0.19
- CCC(Sc1nnc(C)s1)C(=O)Nc1nccs1 (stereo not given)
    -9	0.44	0.89
- COc1ccc(Nc2oc(COc3ccc(OC)cc3)nc2C#N)cc1
    19	-1.9	-1.7
- Cc1cc(-c2c(C)n([O-])c(C)c(C)[n+]2=O)ccc1F
    nt	0.37	0.2
- CCOC(=O)C1=C(C)N=c2s/c(=C\c3cc(OC)c(OC)c(OC)c3)c(=O)n2C1/C=C/c1ccccc1 (stereo not given)
    nt	-0.71	-0.33
- Cc1cc(=O)oc(C)c1C(=O)OCC(=O)c1ccccc1
    nt	0.45	0.33
- CC1(C)CC(=O)C=C(NC2CCCCCCC2)C1
    11	0.65	0.66
- O=C(Nc1nc(-c2ccccn2)cs1)C1CC1
    nt	0.51	0.05
